# TDP1 block: qHTS Assay for Inhibitors of Tyrosyl-DNA Phosphodiesterase (TDP1); recombinant TDP1, AlphaScreen DNA substrate cleavage; Potency, µM (series often up to 130 µM), for inactives: at the highest dose activity change, negative = inhibition, actives largely listed as inhibitors; hit rate 0.28% among 350,000; Tyrosyl-DNA phosphodiesterase 1 (Homo sapiens), Q9NUW8; note: nearly all actives have a fitted effect of over 40% in size
# Target sequence (Q9NUW8 whole entry, looked up): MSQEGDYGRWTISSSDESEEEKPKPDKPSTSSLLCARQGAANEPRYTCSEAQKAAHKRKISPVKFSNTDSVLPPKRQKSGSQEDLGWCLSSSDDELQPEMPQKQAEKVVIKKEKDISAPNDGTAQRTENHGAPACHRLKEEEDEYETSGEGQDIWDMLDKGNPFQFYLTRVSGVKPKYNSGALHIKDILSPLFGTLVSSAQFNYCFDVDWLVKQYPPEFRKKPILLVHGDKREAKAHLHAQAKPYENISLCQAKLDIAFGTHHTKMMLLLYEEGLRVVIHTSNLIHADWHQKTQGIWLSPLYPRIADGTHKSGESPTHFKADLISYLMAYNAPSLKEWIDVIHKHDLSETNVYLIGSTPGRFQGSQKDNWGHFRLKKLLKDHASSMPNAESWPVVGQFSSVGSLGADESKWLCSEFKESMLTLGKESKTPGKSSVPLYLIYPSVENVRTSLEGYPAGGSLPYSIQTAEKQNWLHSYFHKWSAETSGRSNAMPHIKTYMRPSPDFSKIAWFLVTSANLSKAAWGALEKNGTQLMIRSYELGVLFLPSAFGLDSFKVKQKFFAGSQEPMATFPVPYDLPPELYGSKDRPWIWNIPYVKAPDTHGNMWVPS
#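 Steps: enzyme plus compound, 15 min RT; add biotin/phosphotyrosine-FITC oligonucleotide (15 nM final), react 5 min; add donor/acceptor beads (10 ug/ml final), 10 min; read AlphaScreen. Tdp1 at 1 nM final.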
# FEN1 inhibitor: qHTS Assay for the Inhibitors of Human Flap endonuclease 1 (FEN1); hit rate 0.35% among 390,000; Recombinant FEN1 flap cleavage, fluorescence, 15 min; Potency, µM (series often up to 114 µM), without a hit: at the top dose activity change, negative = inhibition, most hits filed as inhibitors; P39748; note: nearly all actives have a fitted effect of over 65% in size
# Target sequence (P39748 whole entry, looked up): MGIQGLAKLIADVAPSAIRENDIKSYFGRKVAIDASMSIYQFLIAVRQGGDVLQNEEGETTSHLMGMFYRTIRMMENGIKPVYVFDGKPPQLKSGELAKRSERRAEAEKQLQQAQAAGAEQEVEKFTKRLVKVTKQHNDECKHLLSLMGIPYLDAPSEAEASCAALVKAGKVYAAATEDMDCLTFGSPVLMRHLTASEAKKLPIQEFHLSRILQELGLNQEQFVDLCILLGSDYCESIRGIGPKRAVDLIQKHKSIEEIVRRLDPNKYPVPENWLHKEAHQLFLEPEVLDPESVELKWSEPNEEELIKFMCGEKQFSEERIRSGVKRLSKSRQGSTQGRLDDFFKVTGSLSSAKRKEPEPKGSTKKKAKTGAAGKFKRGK
#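 Nuclease activity of 10 nM FEN1 was measured after 15 min of room-temperature exposure to titrated compounds, by adding 50 nM flap substrate and reading plates at 0 and 15 min.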
# N370S GC mod: qHTS Assay for Inhibitors and Activators of N370S glucocerebrosidase as a Potential Chaperone Treatment of Gaucher Disease; N370S GC spleen homogenate, 4MU-glucoside fluorescence; Lysosomal acid glucosylceramidase (Homo sapiens), P04062; hit rate 0.092% among 330,000; Potency, µM (series often up to 59.4 µM), inactives show at the top dose activity change, negative = inhibition, actives largely listed as inhibitors; AID 2101, 2009;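 note: 0% = full enzyme activity and -100% = no enzyme basal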
# The depositor's hits bear a star; ? = inconclusive; / = not tested or not shown; & = joins results of further samples; [ ] = remark or other dose. Calls come from the whole dose curve; as a rule, active = well fitted curve in the direction sought with a large enough effect; inconclusive = small, poorly fitted or top-dose-only effect, or another doubt; inactive = no such curve, though single readings can be large; an effect the other way counts as inactive or inconclusive. Unless noted, % is set by controls: 0 for no effect and ±100 for the full control effect; potency is the fitted concentration of half-maximal effect.
SMILES,TDP1 block,FEN1 inhibitor,N370S GC mod
Cc1ccnc(NC(=O)CCC(=O)N(CC(=O)NCc2ccc(F)cc2)Cc2ccco2)c1,10%,-2%,-6%
CCn1cc(C(=O)OC(C)C(=O)Nc2c(C)n(C)n(-c3ccccc3)c2=O)c(=O)c2ccc(C)nc21 (stereo not drawn),2%,0%,6%
CCn1c(COc2ccccc2C(N)=O)nc2ccccc21,0%,5%,9%
CS/C(N)=N/C(=S)Nc1cccc(Cl)c1,5%,-3%,-13%
COc1ccc(/C=N/NC(=O)CCC(=O)Nc2ccc(Br)cc2)c(OC)c1,/,3%,-5%
C=C1CCN([C@H](C(=O)NCc2ccc(OC)cc2)C(C)C)S(=O)(=O)c2ccccc21,/,-20%,9%
CC1CN(Cc2ccccc2)c2ccccc2NC1=S (stereo not drawn),0%,-19%,6%
Cc1nn(Cc2c(F)c(F)c(F)c(F)c2F)c(C)c1NC(=O)c1c([N+](=O)[O-])cnn1C,9%,-13%,6%
Cc1c(C(=O)NNC(=S)Nc2ccc(S(N)(=O)=O)cc2)oc2ccccc12,10%,-5%,-2%
O=C(CSc1ccc(F)cc1)N1CCN(S(=O)(=O)c2ccccc2)CC1,-7%,-5%,24%
Cc1ccc(CNc2ccc(CNc3ncn[nH]3)cc2)cc1,5%,-17%,-1%
Cc1scc(-c2n[nH]c(=S)n2Cc2ccccc2)c1C,3%,-7%,12%
CCN1CCN(C(=O)CCc2nnc(CCc3ccc(OC)cc3)o2)[C@@H](C)C1=O,2%,0%,-2%
CCOC(=O)c1cc(-c2ccc(OC)cc2)nn1-c1ccc(C(=O)O)cc1,4%,7%,4%
Cc1noc(C)c1S(=O)(=O)Nc1ccc2c(c1)C(=O)N([C@H](C)CO)C[C@H](C)[C@@H](CN(C)C(=O)NC(C)C)O2,0%,14%,/
O=C(O)CCNc1nc(C(F)(F)F)nc2ccccc12,-10%,-3%,0%
Cc1cc(C)c(NC(=O)Cn2c(=O)n(Cc3ccco3)c(=O)c3ccccc32)c(C)c1,-1%,-4%,21%
COc1cc(C)c(S(=O)(=O)NCCCn2ccnc2)cc1C,5%,21%,-3%
CCCCCOC(=O)Nc1nnc(CCC)s1,-8%,-7%,6%
COc1ccc(CN2CCN(Cc3ccc(OC)c(OC)c3OC)CC2)cc1,/,2%,-14%
CCc1nnc(NC(=O)c2cc(-c3ccncc3)nc3ccccc23)s1,8%,15%,-9%
N/C(=N\c1nc2ccccc2o1)NC(=O)/C=C/c1ccccc1,5%,-9%,2%
Cc1ccc(/C=N/NC(=O)c2cccnc2)o1,4%,4%,-16%
CCOc1ccc(S(=O)(=O)N2CCC(C(=O)NC3CCCCC3)CC2)cc1,2%,8%,-6%
Cn1ncc(Cl)c1C(=O)N1CCN(C23CC4CC(CC(C4)C2)C3)CC1,0%,-3%,-17%
Cc1nc(SCC(=O)OCc2ccccc2)c(C#N)c(-c2ccccc2)c1C(=O)Nc1ccccc1,-6%,-1%,2%
Cc1cccc(CNS(=O)(=O)c2ccc(-c3coc(C)n3)cc2)c1,4%,-4%,/
Fc1ccccc1N1CCN(Cc2cccnc2)CC1,/,4%,12%
N#CCC(=O)N/N=C/c1c2ccccc2cc2ccccc12,5%[56.1 µM],-15%,-12%
Cc1ccc(CNC(=O)c2ccc(N3CCC4(CC3)CC(c3cccc(Br)c3)=NO4)c(NC(=O)c3ccc(Cl)c([N+](=O)[O-])c3)c2)cc1,2%,0%,/
C/C(CC(=O)Nc1cccc2c1CCCC2)=N\NC(=O)c1ccccc1N,10%,-17%,-10%
CCOC(=O)N1CCc2c(sc3c2c(=O)n(Cc2ccccc2)c(=O)n3Cc2ccccc2F)C1,-1%,-14%,15%
CCN1CC(=O)Nc2cc(S(=O)(=O)N3CCOCC3)ccc21,0%,14%,-1%
O=C(Cn1c(=O)n(Cc2nc(-c3ccccc3)no2)c(=O)c2cc3c(cc21)OCO3)Nc1cccc(C(F)(F)F)c1,0%,-3%,/
CCOC(=O)C1CCN(Cc2coc3c(Cl)cc(Cl)cc3c2=O)CC1,-4%,-5%,4%
CN(CC(=O)Nc1cccc(F)c1)CC(=O)Nc1cccc2ccccc12,0%,3%,/
COc1ccc(Cn2nnnc2C(c2cc3ccc(OC)cc3[nH]c2=O)N2CCCCCC2)cc1 (stereo not drawn),4%,4%,5%
COc1ccc(-c2nnc(SCC(=O)c3cc(C)n(Cc4cccs4)c3C)o2)cc1,7%,4%,13%
CC(C)CCNC(=O)C(CC(C)C)N(Cc1ccc2c(c1)OCO2)C(=O)c1snc(C(N)=O)c1N (stereo not drawn),5%,-7%,-4%
CCN1C(=O)c2ccccc2Sc2ccc(C(=O)NCCC(C)C)cc21,/,-4%,-3%
CCC(CC)c1nnc(NC(=O)c2ccc3c(c2)OCO3)s1,9%,-12%,-2%
CC(=O)c1cccc(NC(=O)CSc2nc3ccccc3c(=O)n2CCCN2CCOCC2)c1,0%,-8%,/
CCc1ccccc1NC(=O)CN(C)C(=O)c1cc(C2CC2)nn1-c1ccccc1,2%,3%,/
COCc1nnc(NC(=O)CCN2C(=O)c3ccccc3C2=O)s1,-3%,5%,9%
CC(OC(=O)Cc1ccsc1)C(=O)Nc1ccc(Cl)cn1 (stereo not drawn),/,-9%,-4%
CCOC(=O)C1=C(CS(=O)(=O)c2ccc(C)c(C)c2)NC(=O)NC1c1ccc(O)cc1 (stereo not drawn),0%,-10%,8%
CCOC(=O)c1c(C)nc(C)c(C(=O)OCC)c1-c1cccc(N)c1,-5%,0%,?
Cc1ccc(C(=O)C2CCN(CC(=O)NC3CCCC3)CC2)cc1,-1%,3%,-8%
COc1ccc(N2CCN(C(=O)Cn3c(=O)[nH]c4ccsc4c3=O)CC2)cc1,6%,-6%,5%
Cc1n[nH]c(C)c1S(=O)(=O)N1CCCC(C(=O)NCC2COc3ccccc3O2)C1 (stereo not drawn),7%,5%,-2%

# (cont.)
SMILES,TDP1 block,FEN1 inhibitor,N370S GC mod
O=C(CSc1nc2[nH]ncc2c(=O)[nH]1)N1CCCCC1,3%,8%,-1%
Nn1cc(-c2ccccc2)nc1SCC(=O)NCCc1ccccc1,5%,-3%,1%
NCCCC(O)(P(=O)(O)O)P(=O)(O)O,3%,/,-2%&8%&15%
O=C(CSc1ccc(Br)cc1)Nc1ccccc1Oc1ccccc1,3%,6%,9%
CCN(CC)C1CCN(C(=O)c2cc(COc3ccc(-n4cncn4)cc3)on2)C1 (stereo not drawn),5%,0%,-3%
CS(=O)(=O)c1ccc(NC(=O)CCCc2nc3ccccc3c(=O)[nH]2)cc1,/,-8%,-11%
Fc1cccc(-c2nc(-c3ccncc3)no2)c1,2%,-3%,/
CCS(=O)(=O)Nc1ccc2c(c1)N(C(C)=O)c1ccccc1CC2,7%,0%,3%
CN1C/C(=C/c2ccsc2)C(=O)/C(=C/c2ccsc2)C1,3%,5%,-5%
COc1ccccc1NC(=O)Nc1nc(C(C)(C)C)cs1,6%,-30%,13%
CCc1ccnc(NC(=O)Nc2ccc(OCc3ccccc3)cc2)c1,/,11%,-14%
O=c1[nH]c(C2CCN(S(=O)(=O)c3ccc4c(c3)OCCO4)CC2)nc2c1nnn2Cc1ccccc1F,2%,-14%,1%
CCc1noc(C)c1C(=O)NCCc1c[nH]c2ccccc12,/,-3%,-17%
CCOC(=O)/C=C/COc1ccccc1[N+](=O)[O-],7%,1%,4%
O=C(NCCN1CCCCC1)c1ccc(Cn2c(SCc3ccc(F)cc3)nc3cccnc32)cc1,-1%,-1%,/
COc1ccc(-c2nn(-c3ccc(F)cc3)c3c2cnc2ccc(F)cc23)cc1OC,0%,-7%,/
COc1ccc(-n2cc(-c3ccccc3)c3c(Nc4ccc(OC)c(OC)c4)ncnc32)cc1,8%,-3%,/
CCCC(=O)Nc1c(-c2cccc(C)c2)c(=O)c2ccccc2n1C,/,1%,-3%
O=C(CNC(=O)OCc1ccccc1)Oc1ccc2ccc(=O)oc2c1,/,-14%,?
O=C(N/N=C\c1ccncc1)c1ccccc1O,-3%,-7%,-6%
O=C(O)c1ccn(CSc2cc(Cl)ccc2Cl)n1,0%,-4%,/
COc1ccc(/C=N/NC(=O)Cn2cnc3ccccc3c2=O)cc1,0%,6%,11%
CCc1nnc(NS(=O)(=O)c2ccc(N3C(=O)c4ccccc4C3=O)cc2)s1,2%,-4%,-6%
COc1ccc2cc(C(c3nnnn3CCc3ccccc3)N3CCC(O)CC3)c(=O)[nH]c2c1 (stereo not drawn),3%,-19%,9%
CCN(CC)S(=O)(=O)c1cc(C(=O)n2cccn2)c(Cl)cc1Cl,0%,13%,-10%
CCCn1nc(C(=O)NCc2ccccn2)c2ccccc2c1=O,6%,-4%,0%
N#CC(C#N)=C(N)Nc1cccc(Cl)c1,7%,-4%,-6%
CCOc1ncccc1C(=O)OCc1c(Cl)cccc1Cl,-14%,-7%,20%
O=C(OCC(=O)N1CCN(c2ccccc2)CC1)c1cc(Cl)ccc1[N+](=O)[O-],4%,8%,-5%
CC(C)NC(=O)CN(c1cccc(Br)c1)S(C)(=O)=O,0%,-3%,8%
Cc1cccc(CSc2nc3c(cc2C#N)CCC3)c1,-10%,-11%,10%
Fc1ccccc1Nc1nc2ccccc2n2nnnc12,4%,-2%,6%
COCC#Cc1ccc(C2NC(C(=O)O)CCC2C)cc1 (stereo not drawn),10%[21 µM],/,-15%[12.8 µM]
CCSc1nc(-c2ccc(OC)cc2)cc(-c2ccc(OC)cc2)c1C#N,/,14%,2%[12.8 µM]
CCOC(=O)c1c(C)nc2c(c1C)/C(=N/O)CC(C)(C)C2,1%,3%,-7%
COc1ccc(-c2cc(C(=O)OCC(=O)Nc3ccc4c(c3)OCO4)c3ccccc3n2)cc1,3%,7%,3%
c1ccc(OCc2nn3c(C4CCCCC4)nnc3s2)cc1,3%,-2%,8%
COc1ccc(N(Cc2cc3ccccc3[nH]c2=O)S(=O)(=O)c2ccccc2)cc1,/,15%,?
Cc1ccc(-n2nc(C)c3c(C)c(CCC(=O)O)c(C)nc32)cc1,/,-5%,0%
O=C(Oc1ccc(Cl)cc1)c1ccc(COC(=O)c2cnccn2)cc1,3%,-13%,6%

# 4 entries from above, as labelled records.
> Cc1cccc(CSc2nc3c(cc2C#N)CCC3)c1
- TDP1 block: -10%
- FEN1 inhibitor: -11%
- N370S GC mod: 10%
> Fc1ccccc1Nc1nc2ccccc2n2nnnc12
- TDP1 block: 4%
- FEN1 inhibitor: -2%
- N370S GC mod: 6%
> COCC#Cc1ccc(C2NC(C(=O)O)CCC2C)cc1 (stereo not drawn)
- TDP1 block: 10%[21 µM]
- FEN1 inhibitor: /
- N370S GC mod: -15%[12.8 µM]
> CCSc1nc(-c2ccc(OC)cc2)cc(-c2ccc(OC)cc2)c1C#N
- TDP1 block: /
- FEN1 inhibitor: 14%
- N370S GC mod: 2%[12.8 µM]

# Arranged by molar mass (ascending): 3 of the compounds above.
SMILES,TDP1 block,FEN1 inhibitor,N370S GC mod
O=C(Oc1ccc(Cl)cc1)c1ccc(COC(=O)c2cnccn2)cc1,3%,-13%,6%
COc1ccc(N(Cc2cc3ccccc3[nH]c2=O)S(=O)(=O)c2ccccc2)cc1,/,15%,?
COc1ccc(-c2cc(C(=O)OCC(=O)Nc3ccc4c(c3)OCO4)c3ccccc3n2)cc1,3%,7%,3%

# The list goes on.
SMILES,TDP1 block,FEN1 inhibitor,N370S GC mod
CCCCc1ccc(NC(=S)N2CCN(c3ccccn3)CC2)cc1,/,-11%,-7%
CCOC(=O)C1(CCCc2ccccc2)CCN(C(=O)C2CCCN(C(N)=O)C2)CC1 (stereo not drawn),0%,-8%,1%
O=C(c1ccccc1)N1CCN(S(=O)(=O)N2CCCCCC2)CC1,0%[0.0935 µM],57%,-15%
O=C(CC1C(=O)NCCN1Cc1ccc(F)cc1)NCCN1CCCc2ccccc21 (stereo not drawn),5%,-1%,-1%
COC(=O)c1sc2ccccc2c1-n1cccc1C(=O)C(=O)Nc1ccc(F)cc1,7%,-16%,-18%
O=C(c1cc(F)c(F)cc1Cl)N1CCCc2ccccc21,-1%,1%,2%
O=S(=O)(c1ccc2nc(N3CCN(c4cccc(Cl)c4)CC3)ccc2c1)N1CCCCC1,8%,-1%,/
CC(=O)c1c(C)[nH]c(C(=O)Nc2ccc(S(=O)(=O)N(C)C)cc2)c1C,7%,-8%,4%
Cc1ccc[n+](-c2nc3ccccc3nc2[N-]S(=O)(=O)c2ccccc2)c1,4%,4%,-6%
CCN1C/C(=N\S(=O)(=O)/N=C2\CN(CC)C(=O)N2CC)N(CC)C1=O,-3%,-2%,-18%
Cc1ccc(S(=O)(=O)/N=C(\c2ccc(Cl)cc2)N2CCOCC2)cc1,6%,5%,4%
Cn1c(CSCc2ccc(Cl)cc2Cl)n[nH]c1=S,5%,0%,5%
Cc1ccc(NS(=O)(=O)c2cccc(C(=O)NN3CCOCC3)c2)cc1,-1%,/,2%

# Source: PubChem

# Outcome played no part in choosing rows; 0.57% or so of the library scored in one or more.
